Yeast eIF2B: eIF2B (yeast) activity modulation; S. cerevisiae eIF2B-epsilon R284H, GCN4-lacZ luminescence; inhibition, % at 25 µM (by protocol); 27,000 compounds, 0.91% hits; AID 688;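 active = mutant luminescence inhibited past about 50% while wild type luminescence and mutant growth stay under set limits, limit read from the data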; also: some compounds called inactive have numbers as strong as hits
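Assay system: yeast eIF2B-epsilon R284H mutant carrying GCN4–beta-galactosidase fusion / Buffer or medium: YPD / Incubation: 16 h growth with compound at 30 °C, 90 min Beta-Glo step / Detection: Beta-Glo luminescence after Z-buffer lysis, growth by 595 nm absorbance / Read-out: % inhibition of reporter signal and growth versus controls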
Yeast growth tox: Inhibitors of S. cerevisiae growth, toxicity; S. cerevisiae wild-type growth, A595 turbidity, 16 h; growth inhibition, % at 25 µM (by protocol); 30,000 compounds, 0.3% hits; AID 685;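 active = mutant and wild-type yeast strains alike exhibit over 30% growth inhibition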;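 also: 0% = untreated cell controls and 100% = YPD media blanks without cells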
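Test system: Wild-type and eIF2Bepsilon-R284H mutant S. cerevisiae, screened separately | Dosing: Single 25 µM compound dose in 0.2% DMSO | Schedule: 16 h compound exposure during growth at 30 °C | Detection: A595 turbidity | Evaluation: Growth inhibition (%) versus cell controls and blanks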
Yeast growth tox inhibition %: second read-out of Yeast growth tox, no call of its own (marks repeat the call); growth inhibition, %; S. cerevisiae eIF2Bepsilon-R284H mutant growth, A595 turbidity, 16 h;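 each compound tested once at 25 µM; 0% equals untreated cells and 100% equals cell-free medium blanks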
Yeast eIF2B mutant toxicity: further read-out of Yeast eIF2B, marked with its call; growth inhibition, %; measured here: mutant yeast growth, toxicity;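 each compound tested once at 25 µM; zero equals untreated control growth and 100 equals blank medium absorbance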
* hit, by the source's call; x = not tested or not shown. This is a subset; count on the stated rates, not on these rows.

SMILES	Yeast eIF2B	Yeast eIF2B mutant toxicity	Yeast growth tox	Yeast growth tox inhibition %
Cc1cc(C)n(C(=O)c2ccc(C)c(S(=O)(=O)N3CCCCC3)c2)n1	x	x	5	18
Cc1ccc(Nc2cc(-n3nc(C)cc3C)ncn2)c(C)c1	17	11	11	11
COC(=O)c1c(C(=O)OC)c2cc(C(=O)c3ccccc3)ccn2c1Cl	-10	x	x	x
COc1c(O)cccc1-c1nnn(CCC(=O)OCC(=O)c2ccccc2)n1	-30	12	19	12
FC(F)(F)c1nc(N2CCN(c3ccccc3)CC2)nc2c1CCCCC2	22	-10	12	-10
COc1cc(C(=O)Oc2ccccc2N)cc(OC)c1OC	33	21	9	21
CCOC(=O)c1c(NC(=O)C2CCN(S(=O)(=O)c3cccs3)CC2)sc(C)c1C	-25	x	x	x
CC(C)N(C(=O)c1ccccc1-c1ccccc1)C(C)C	20	3	-5	3
CC(=O)c1cnc2cc(-c3ccc(Cl)cc3)nn2c1C	19	13	12	13
CCOC(=O)c1ccc(CSc2ncn[nH]2)o1	-13	x	x	x
CCOc1ccc(/C=C2/SC(=S)N(n3c(C)ccc3C)C2=O)cc1	x	x	-4	3
CCC(=O)c1ccc(N2CCOCC2)c(F)c1	0	-15	21	-15
Nc1nc2c(c3c1c(=O)oc1ccccc13)CCCCC2	21	11	22	11
COC(=O)CNc1nc(-c2ccncc2)nc2ccccc12	-9	x	x	x
CCC(COC(=O)Nc1cccc(C)c1)NC(=O)OCC(C)C (stereo not drawn)	-6	11	10	11
Cc1ccc(C(=O)Nc2cnc3sc(C)nn3c2=O)cc1	14	15	-2	15
CCSc1nc(-c2ccc(OC)cc2)cc(-c2ccccc2)c1C#N	x	x	9	5
O=C(Cc1cccs1)Nc1nc2ccccc2s1	22	39	4	39
CCOC(=O)CC1NC(=O)c2ccccc21 (stereo not drawn)	4	x	0	0
CCC(=O)Nc1ccc(OC)cc1OC	36	x	x	x
CCOC(=O)CC1C(=O)NCCN1C(=O)NC1CCCCC1 (stereo not drawn)	26	-5	-8	-5
CCn1c(-c2ccc(OC)c(OC)c2)n[nH]c1=S	-4	x	x	x
CS(=O)(=O)Nc1ccccc1C(=O)Nc1cccc(Cl)c1	6	-3	18	-3
CCN(CC)c1ccc(-c2nn3c(-c4n[nH]c5c4CCC5)nnc3s2)cc1	4	x	x	x
Cc1c(Cl)cnc(NC(=O)CSc2nnc(C)n2Cc2ccccc2)c1Cl	x	x	2	11
Cc1ccccc1N=C1NC(=O)CS1	20	-4	24	-4
Cc1nnc(NCc2ccncc2)c2ccccc12	18	7	14	7
CCN(CC)C(=O)C1CCC(C)(C(=O)O)C1(C)C (stereo not drawn)	2	x	x	x
CC1Cc2cc(/C(O)=C3/C(=O)C(=O)N(CC4CCCO4)C3c3ccco3)ccc2O1 (stereo not drawn)	x	x	-9	7
COC(=O)C(NC(C)=O)(Nc1nc2ccc(C)cc2s1)C(F)(F)F (stereo not drawn)	x	x	14	3
CCNC(=O)NC(=O)C(C)SCc1ccccc1C (stereo not drawn)	1	18	-2	18
c1nnc(NC2=NCCC2)s1	x	x	26	13
COc1cc(NS(=O)(=O)c2ccc(NC(=O)C3CCCO3)cc2)nc(OC)n1 (stereo not drawn)	18	-5	8	-5
CCN(CC)S(=O)(=O)c1ccc(C(=O)OCCNC(=O)c2cccnc2)cc1	9	-10	6	-10
Cn1nc([N+](=O)[O-])nc1Oc1ccc2ccccc2c1	11	24	7	24
CC1(C)Cc2cccc(OCC(=O)Nc3cccnc3Cl)c2O1	13	29	-27	29
Cc1cccc2cc(=O)[nH]c(C)c12	12	14	12	14
COc1ccc(CCNC(=O)CSc2nnc(-c3cccc(F)c3)o2)cc1OC	8	8	25	8
COc1ccccc1C(=O)n1nc(-c2ccco2)nc1N	x	x	5	3
Cc1ccc(Cn2ncc3c(N4CCCC4)ncnc32)cc1	x	x	5	26
O=C1c2cccnc2C(=O)N1Cc1ccc(Cl)cc1	x	x	8	12
Cc1occc1C(=O)NCc1ccccc1	-9	5	-15	5
CCC(CC)c1nc(NCCC(=O)O)c2ccccc2n1	-50	-18	-12	-18
CC1(C)Cc2ccccc2-c2c1c(=O)n(Cc1ccccc1)c1nnnn21	12	-19	-13	-19
CC1=CC(C)(C)N(S(=O)(=O)c2ccc(C)cc2)c2cc(C)ccc21	6	8	8	8

Some of the entries so far, with two lines to a compound.
Each structure is followed by: Yeast eIF2B | Yeast eIF2B mutant toxicity | Yeast growth tox | Yeast growth tox inhibition %
> CCNC(=O)NC(=O)C(C)SCc1ccccc1C (stereo not drawn)
    1 | 18 | -2 | 18
> c1nnc(NC2=NCCC2)s1
    x | x | 26 | 13
> COc1cc(NS(=O)(=O)c2ccc(NC(=O)C3CCCO3)cc2)nc(OC)n1 (stereo not drawn)
    18 | -5 | 8 | -5
> CCN(CC)S(=O)(=O)c1ccc(C(=O)OCCNC(=O)c2cccnc2)cc1
    9 | -10 | 6 | -10

Quoted from the results shown, 4 compounds:
SMILES	Yeast eIF2B	Yeast eIF2B mutant toxicity	Yeast growth tox	Yeast growth tox inhibition %
Cc1occc1C(=O)NCc1ccccc1	-9	5	-15	5
CCC(CC)c1nc(NCCC(=O)O)c2ccccc2n1	-50	-18	-12	-18
CC1(C)Cc2ccccc2-c2c1c(=O)n(Cc1ccccc1)c1nnnn21	12	-19	-13	-19
CC1=CC(C)(C)N(S(=O)(=O)c2ccc(C)cc2)c2cc(C)ccc21	6	8	8	8

Later entries:
SMILES	Yeast eIF2B	Yeast eIF2B mutant toxicity	Yeast growth tox	Yeast growth tox inhibition %
Cc1cc(C)c2c(C)c(C(=O)NCc3ccncc3)oc2c1	17	9	14	9
CCCc1nccn1S(=O)(=O)c1cc(OC)ccc1OC	20	-19	13	-19
Cc1c(C(=O)O)oc2c1C(O)CCC2 (stereo not drawn)	25	2	15	2
O=C(NCCc1ccccc1)C1CCN(S(=O)(=O)N2CCC3(CC2)OCCO3)CC1	1	4	21	4
Cc1ccc(SC(C)c2nc(-c3ccncc3)no2)cc1 (stereo not drawn)	-5	3	14	3
Cc1cc(NC(=O)CSc2nc3ccsc3c(=O)n2NC(=O)c2ccccc2)no1	12	-2	-3	-2
CC1=C(C#N)C(Nc2ccc(Cl)cn2)(C(F)(F)F)C(=O)N1 (stereo not drawn)	-26	-5	13	-5
CCCc1nc(-c2cc3ccc(C)cc3[nH]c2=O)no1	-4	-4	33	-4
Cc1ccc(-c2noc(=O)n2CC(=O)Nc2ccc(S(=O)(=O)NC3CC3)cc2)cc1	17	21	21	21
O=C(c1coc2ccc(O)cc12)C1CC1	18	-14	18	-14
COC(=O)c1oc2ccc(Br)cc2c1NC(=O)CCN1CCOCC1	-49	4	23	4
Cc1ccccc1-c1nc(CN2CCC(C(=O)NCC3CCCO3)CC2)c(C)o1 (stereo not drawn)	x	x	-2	-10
CCOC(=O)c1c(-c2ccccc2)n(C)c2ccc(O)cc12	x	x	9	7
O=C(N/N=C/c1ccccc1Br)c1ccc(CSc2cccc3cccnc23)cc1	3	3	19	3
O=C(NCC(=O)N(CCc1ccccc1)C(C(=O)NC1CCCCC1)c1ccncc1)c1ccco1 (stereo not drawn)	37	-8	5	-8
O=S(=O)(c1ccccc1)c1nc(Nc2ccccc2N2CCOCC2)sc1Cl	-9	24	-17	24
O=S(=O)(NC1CCCC1)c1ccc(S(=O)(=O)N2CCN(c3ccccc3)CC2)cc1	x	x	-26	-11
O=C(Oc1cccc(NC(=O)c2ccco2)c1)c1ccc(Br)c(S(=O)(=O)N2CCCCC2)c1	x	x	-6	-3
COc1ccc(/C(N)=N/OC(=O)c2ccc(C)c([N+](=O)[O-])c2)cc1OC	20	3	-30	3
O=S(=O)(c1ccc(-c2csc(-c3cccnc3)n2)cc1)N1CCCCC1	26	-15	-40	-15
C=CCn1c(SC(C)C(=O)NCc2ccc3c(c2)OCO3)nnc1C1CCCCC1 (stereo not drawn)	23	3	-5	3
Cc1cc(S(=O)(=O)N2CCN(c3ccccc3C)CC2)ccc1F	-2	6	6	6
COC(=O)c1cc(NC(=O)Nc2cc(OC)ccc2OC)cc(C(=O)OC)c1	x	x	9	15
COc1ccc(-c2nc(C)c(C(C)=O)n2O)cc1	-10	9	3	9
CC(=O)N1CCN(c2ccc(NCc3ccccc3)cc2)CC1	9	x	-10	0
CCCn1nnc(NC(=O)c2ccco2)n1	-8	x	1	0
CCN(CCCNC(=O)c1c(C)cc(=O)oc1C)c1cccc(C)c1	25	3	8	3
COc1ccccc1-n1c(=O)c2c3c(sc2n2c(SC(C)C)nnc12)CCC3	17	-4	22	-4
O=c1/c(=C/c2ccco2)sc2n1CN(c1cccc(Br)c1)CN=2	-2	7	-8	7
CCCSc1nc(SCC(=O)NCc2ccccc2)c2c3c(sc2n1)COC(C)(C)C3	21	-45	-13	-45
C=CCn1c(SC2CCOC2=O)nc2sc(CC)cc2c1=O (stereo not drawn)	22	-24	11	-24
O=C(COc1ccc(S(=O)(=O)N2CCCC2)cc1Cl)NC1CCCC1	7	23	9	23
CC1CCCN(CCCNC(=O)c2coc3nc4ccccc4nc23)C1 (stereo not drawn)	7	-12	-29	-12
Cn1c(=O)c2c(nc(NCCc3ccccc3)n2CC(=O)NCCc2ccccc2)n(C)c1=O	12	-26	-20	-26
CCc1ccc(Oc2cc(C)nc(N)n2)cc1	21	-21	14	-21
CCn1c(=O)cc(SCC(=O)NCc2cccnc2)c2ccccc21	-18	-5	4	-5
CN(C)S(=O)(=O)c1cccc(C(=O)NCc2ccco2)c1	27	-3	-9	-3
CCCc1nc(NCc2ccc3c(c2)OCO3)c2nnn(Cc3ccccc3Cl)c2n1	x	x	-14	-5
COc1cccc(C2/C(=C(\O)c3c(C)nc4c(C)cccn34)C(=O)C(=O)N2CCCN(C)C)c1 (stereo not drawn)	-6	4	8	4
CC1CCCC(C)N1C(=O)Nc1cccc(Cl)c1 (stereo not drawn)	19	14	13	14
COc1ccc(N2C(=O)C3CCCN3C2=O)cc1 (stereo not drawn)	17	25	-6	25
O=C(CCNc1cc(Cl)cc(Cl)c1)c1ccco1	-15	3	14	3
FC(F)(F)c1cc(-c2ccco2)nc(N2CCN(c3ccccc3)CC2)n1	0	-24	16	-24
COc1cccc(CSc2nc3sc(C)c(C)c3c(=O)n2Cc2ccco2)c1	15	-4	-7	-4
COc1ccc(N2CCN(C(=O)CC(NC(N)=O)c3cccc(Oc4ccccc4)c3)CC2)cc1 (stereo not drawn)	-9	3	-14	3
Cc1ccc(-c2nn(-c3ccccc3)c3[nH]c(=O)c(CNCCN(C)C)cc23)cc1	17	10	0	10
Cc1ccc(C(C(=O)NC2CCCCC2)N(CCC(C)C)C(=O)CNC(=O)c2ccco2)o1 (stereo not drawn)	6	x	x	x
CCOC(=O)N1CCC(c2nc(C)sc2C(=O)O)CC1	12	-7	8	-7
O=C(C1CCCN(Cc2cccc(F)c2)C1)N1CCCCC1 (stereo not drawn)	-17	5	-6	5
COc1ccccc1NC(=O)CN1CCN(CC(=O)Nc2ccccc2F)CC1	-20	-20	7	-20
O=C(Nc1cccnc1)c1cc(-c2cccs2)on1	31	13	11	13
COCCNC(=O)C1CCC(=O)N(c2ccc(OC)cc2)C1c1ccc(OC)c(OC)c1 (stereo not drawn)	x	x	-4	10
Nc1c(C(=O)NCc2ccc3c(c2)OCO3)c2nc3ccccc3nc2n1CCCN1CCOCC1	14	-15	2	-15
CCOc1ccc(-n2c(=S)sc3c(=O)[nH]c(SCC(=O)NCc4ccco4)nc32)cc1	-22	11	-13	11
c1ccc(Cn2ncc3c(N4CCOCC4)ncnc32)cc1	23	-9	22	-9
CCN1CCN(C(c2ccccc2)c2nnnn2CCc2ccc(OC)c(OC)c2)CC1 (stereo not drawn)	4	x	11	0
Cc1nc2ccccc2nc1CSc1nncs1	25	9	8	9
O=C(COc1ccc(Cl)cc1)N1CCN(S(=O)(=O)c2ccc(Cl)cc2)CC1	8	8	-8	8
Cc1ccc(C)c2[nH]c(=O)c(CN(CCN3CCOCC3)Cc3nnnn3CC3CCCO3)cc12 (stereo not drawn)	28	-2	-7	-2
CC1(C)CC(=O)c2cc(OCC(=O)NCCN3CCCc4ccccc43)ccc2O1	-21	3	14	3
COc1ccc(S(=O)(=O)Nc2cccc(C)n2)c2ccccc12	13	9	-7	9
CCC(Sc1ccccn1)C(=O)Nc1nnc(C)s1 (stereo not drawn)	-8	x	x	x

Profiles, quoted from the list. Order of screens: Yeast eIF2B	Yeast eIF2B mutant toxicity	Yeast growth tox	Yeast growth tox inhibition %
CC(=O)N1CCN(c2ccc(NCc3ccccc3)cc2)CC1 as listed: 9	x	-10	0
O=S(=O)(NC1CCCC1)c1ccc(S(=O)(=O)N2CCN(c3ccccc3)CC2)cc1 as listed: x	x	-26	-11
O=C(c1coc2ccc(O)cc12)C1CC1 as listed: 18	-14	18	-14
CCOC(=O)c1c(NC(=O)C2CCN(S(=O)(=O)c3cccs3)CC2)sc(C)c1C as listed: -25	x	x	x

Screening results (PubChem)
